STEP inh: inhibitors of human striatal-enriched phosphatase STEP; P54829; recombinant STEP, OMFP fluorogenic substrate, fluorescence; inhibition, % at 20 µM; 360,000 tested, 0.25% active; AID 588621;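 active = inhibition at 20 µM, scaled per plate between control wells, above about 37%, limit read from the data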;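 also: 0% = DMSO with enzyme and substrate and 100% = substrate only without enzyme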
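Assay system: isolated STEP enzyme / Timing: 20 min at room temperature, dark / Doses: 20 µM, 1% DMSO / Technique: fluorescence intensity, excitation 480 nm, emission 540 nm / Reagent: fluorogenic phosphatase substrate OMFP at 25 µM final / Measure: percent inhibition scaled to no-enzyme and uninhibited-enzyme controls, plate-pattern corrected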
SUMO1 PPI mod: modulators of human SUMO1-mediated protein-protein interactions | P63165 | SUMO1 binding to a labelled peptide, TR-FRET, 1 h | inhibition, % at 20 µM | 360,000 tested, 0.33% active | AID 602429; in the data active = inhibition above about 37%
NadD inh: NadD (S. aureus) enzyme inhibition; purified NadD enzyme, colorimetric absorbance read-out; inhibition, % at 20 µM; 360,000 tested, 0.78% active; in the data active = inhibition above about 26%; also: some compounds past the cut are filed as inactive
PABP1 MLLE inh: inhibitors of microRNA-mediated deadenylation, human PABP1 MLLE binding; GST-MLLE / FITC-PAM2 fluorescence polarization; 360,000 tested, 0.36% active; inhibition, % at 20 µM; P11940; AID 588489; in the data active = inhibition above about 35%, passing the limit was not always enough;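 also: plate controls were DMSO wells with GST-MLLE for no effect and wells lacking GST-MLLE protein for full effect; some results filed as inactive read as strong as hits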
CSN deneddyl inh: inhibitors of human CSN-mediated cullin deneddylation. AID 651999. Q92905. 360,000 tested, 0.38% active. Purified CSN, SCF-Nedd8-OG deneddylation, fluorescence polarization. inhibition, % at 12.5 µM;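 active = pattern-corrected inhibition above about 35%, with an unprinted fluorescence ratio check between 0.5 and 1.5, limit read from the data, passing the limit was not always enough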;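 also: 0% = enzyme with substrate and 100% = substrate without enzyme; some results filed as inactive read as strong as hits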
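Test system: Human Csn5 produced in HEK293T cells | Compound: 12.5 µM single point | Times: 90 min, room temperature | Signal: Fluorescence polarization readout | Read-out basis: % inhibition of substrate cleavage by Csn5 | Controls: no-enzyme wells high, enzyme-with-substrate wells low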
Scp-1 inhibitor: blocks human Scp-1 phosphatase activity; Recombinant Scp1, phosphopeptide, malachite green phosphate absorbance; inhibition, % at 20 µM; Q9GZU7; 340,000 tested, 0.88% active;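 active = inhibition above about 50% at 20 µM, limit read from the data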;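 also: plate controls were DMSO wells with enzyme for no effect and wells lacking enzyme for full effect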
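Material: truncated SCP-1 phosphatase (76-261aa) / Buffer or medium: 50 mM Tris acetate pH 5.5, 0.005% Tween-20, 10 mM MgCl2 / Compound dosing: one concentration, 20 µM, with 1.0% DMSO / Incubation: 45 min room-temperature reaction, 5 min colour, 30 min stabiliser / Detection: colorimetric free-phosphate detection, absorbance 630 nm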
DNMT1 inh: inhibitors of human DNMT1 | DNMT1 molecular beacon, Hinp1I cleavage, fluorescence | 360,000 tested, 0.83% active | P26358 | AID 588458 | inhibition (reported as % activation of signal), % at 10 µM; in the data active = inhibition above about 50%
Target sequence (P26358 504-1616 limits assumed): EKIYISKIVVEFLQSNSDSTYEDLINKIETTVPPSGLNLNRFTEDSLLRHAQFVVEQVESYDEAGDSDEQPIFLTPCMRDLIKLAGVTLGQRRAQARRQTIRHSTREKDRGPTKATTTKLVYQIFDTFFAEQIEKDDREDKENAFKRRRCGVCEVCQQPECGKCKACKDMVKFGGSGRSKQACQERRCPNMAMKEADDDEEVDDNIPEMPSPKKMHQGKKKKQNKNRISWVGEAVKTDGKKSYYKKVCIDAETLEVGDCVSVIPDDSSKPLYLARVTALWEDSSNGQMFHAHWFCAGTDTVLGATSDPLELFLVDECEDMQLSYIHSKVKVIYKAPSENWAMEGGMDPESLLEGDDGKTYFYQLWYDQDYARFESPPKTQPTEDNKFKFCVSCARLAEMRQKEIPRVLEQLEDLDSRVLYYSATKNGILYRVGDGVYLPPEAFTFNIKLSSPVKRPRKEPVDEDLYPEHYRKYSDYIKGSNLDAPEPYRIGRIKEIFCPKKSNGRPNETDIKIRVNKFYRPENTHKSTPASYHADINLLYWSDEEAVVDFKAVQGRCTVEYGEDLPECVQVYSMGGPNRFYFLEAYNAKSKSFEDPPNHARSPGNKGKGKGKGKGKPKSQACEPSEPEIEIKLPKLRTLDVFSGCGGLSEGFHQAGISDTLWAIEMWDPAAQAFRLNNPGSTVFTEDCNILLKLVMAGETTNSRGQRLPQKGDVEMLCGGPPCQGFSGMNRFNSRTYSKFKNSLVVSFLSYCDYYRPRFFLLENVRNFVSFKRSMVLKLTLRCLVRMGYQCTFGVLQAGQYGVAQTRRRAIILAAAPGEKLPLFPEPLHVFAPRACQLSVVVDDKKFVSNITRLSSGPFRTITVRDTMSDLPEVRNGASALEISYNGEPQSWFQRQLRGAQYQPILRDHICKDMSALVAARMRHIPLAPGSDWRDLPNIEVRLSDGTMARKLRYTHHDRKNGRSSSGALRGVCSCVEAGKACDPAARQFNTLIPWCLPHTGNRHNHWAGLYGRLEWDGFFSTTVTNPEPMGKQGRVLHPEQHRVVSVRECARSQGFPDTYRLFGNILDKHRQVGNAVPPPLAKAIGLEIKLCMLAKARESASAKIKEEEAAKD
Rpn11 inh: inhibitors of human proteasome Rpn11. O00487. human 26S proteasome, Ub4-pepOG fluorescence polarization; 20S core pre-blocked with epoxomicin. calls only at 20 µM. 360,000 tested, 0.59% active. AID 588493;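 active = inhibition at 20 µM, scaled to each plate's controls, above about 33%, limit read from the data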
Tb MetRS inh: Trypanosoma brucei MetRS inhibition; purified T. brucei MetRS, ATP depletion, Kinase-Glo luminescence; inhibition, % at 11.9 µM; 360,000 tested, 0.4% active;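 active = inhibition above a per-plate cutoff of the control wells' mean inhibition plus 3 SD, cut at about 5.5% in these data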;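 also: 0% = DMSO wells median and 100% = median of wells with control inhibitor compound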
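Material: T. brucei methionyl-tRNA synthetase, purified; reagent: substrates ATP, L-methionine and bulk Escherichia coli tRNA; dosing: 11.9 µM single point; timing: 15 min plus 2 h at 25 °C; detection: luminescence of leftover ATP; evaluation: % inhibition; control set: DMSO-only wells as low control; replicates: singlicate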
LMPTP inh: LMPTP (human) inhibition. P24666. recombinant LMPTP-A, OMFP fluorogenic substrate, fluorescence intensity. inhibition, % at 20 µM. 360,000 tested, 0.22% active. AID 651560;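 active = compounds that cut the enzyme signal by at least half of the control window in the single-dose screen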;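 also: plate controls were DMSO wells with enzyme plus substrate for no effect and substrate without enzyme for full effect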
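Test system – LMPTP-A enzyme · Amount – LMPTP-A at 0.625 nM final in the reaction · Buffer or medium – Bis-Tris pH 6.0, DTT, detergent · Reagent – OMFP 400 µM · Doses – single 20 µM dose · Schedule – reaction 50 min, room temperature, dark · Detection – fluorescence intensity of OMFP turnover product · Evaluation – percent inhibition versus substrate-only and uninhibited controls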
* = called active by the depositor; i = inactive; / = not tested or not shown.

SMILES	STEP inh	SUMO1 PPI mod	NadD inh	PABP1 MLLE inh	CSN deneddyl inh	Scp-1 inhibitor	DNMT1 inh	Rpn11 inh	Tb MetRS inh	LMPTP inh
O=C(NCC1OCCc2ccccc21)c1ccc(NC(=O)c2ccc(Cl)cc2Cl)cc1 (stereo not drawn)	-8	0	3	11	3	-8	21	i	-0.4	-2.1
COc1ccc(CN2CC[C@H]3C=CC[C@@H](C(=O)N4CCOCC4)[C@H]3C2=O)cc1OC	-4	1	1	0	-6	-6	2	i	-0.2	0.9
COc1ccc(C=O)cc1CSc1nnc(COc2cccc3cccnc23)o1	-2	-6	-5	8	0	-7	-6	i	-1.4	0.8
O=C1C=C(Nc2ccc(Cl)cc2)CC(c2ccco2)C1 (stereo not drawn)	3	0	4	6	-6	-2	5	i	-0.4	1.2
Cc1cc(C(=O)COC(=O)C2=NNC(=O)CC2)c(C)n1-c1cccc(C(F)(F)F)c1	-2	0	1	-11	-4	-17	-3	i	0.1	-1.1
CC(=O)Nc1ccc(S(=O)(=O)N2CCC(C(=O)Nc3nccs3)CC2)cc1	-3	-4	-5	-4	-3	-2	2	i	0.9	-1.3
CC(C)COc1ccc(/C(=N/O)c2ccccc2)cc1	-1	2	-7	7	3	-6	4	i	-1.4	2.4
COc1ccccc1C(=O)NCCC(=O)N(C)CC(=O)Nc1ccc(C)cc1	9	11	2	-5	3	-3	0	i	-0.1	-1.2
O=C(COC(=O)c1cc(-c2ccccn2)nc2ccccc12)Nc1ncc(C(F)(F)F)cc1Cl	0	3	4	0	-3	-1	42	i	-0.4	-0.6
CCN(C(=O)COC(=O)c1cccc(S(=O)(=O)N(CC)CC)c1)C1CCS(=O)(=O)C1 (stereo not drawn)	2	-7	-4	-14	-3	7	2	i	-1.7	-0.1
CN1CCN(c2cc(-c3cc(O)c4ncccc4c3)ccn2)CC1	2	-52	5	11	6	-14	-8	i	-0.1	5.4
COc1ccc(S(=O)(=O)Nc2cccc(F)c2)cc1C	-3	-4	-10	-15	4	-3	-2	i	-0.4	-0.2
O=[N+]([O-])c1cccc(/C=C/c2ccncc2)c1	0	-36	-3	5	-2	-4	1	i	0.8	-0.2
CCOP(=O)(OCC)C(NC(=O)/C=C/c1ccc(OC)cc1)c1ccccc1 (stereo not drawn)	-2	-4	-3	-6	4	-1	1	i	-0.8	-0.9
Cc1cc(Nc2ccccc2)nc(N2CCOCC2)n1	-3	-1	-5	4	5	-7	5	i	-0.2	2.3
COC(=O)c1oc2ccccc2c1NC(=O)CN1CCCC1	-5	-1	-4	12	-3	-12	0	i	-0.5	-1.1
COc1ccc(Nc2cc(C(=O)NCCCN3CCN(C)CC3)c3ccccc3n2)cc1	1	-4	-4	5	-1	-3	-1	i	-0.3	-6.7
c1ccc2[nH]c(CSc3nccs3)nc2c1	0	2	-2	4	-4	-11	-3	i	1.2	-1.4
O=C(NCC(=O)N(c1cccc(F)c1)C(C(=O)NC1CCCC1)c1ccncc1)c1ccco1 (stereo not drawn)	0	0	4	-3	4	-5	-2	i	0.1	0.0
c1ccc(COn2nnc3ccccc32)c(COn2nnc3ccccc32)c1	-2	-2	-7	6	1	-5	-1	i	-0.2	1.1
N#CCCN(CCC#N)S(=O)(=O)c1ccc(C(=O)Nc2nnc(C3=COCCO3)o2)cc1	3	-1	2	1	-1	-2	0	i	0.1	-1.8
COc1ccc(C(=O)CN2CCN(c3ccc(F)cc3)CC2)cc1	0	-2	-4	0	-4	-5	-2	i	-0.5	0.7
Cc1cccc(Nc2nc(N)nc(CN3CCC(C(N)=O)CC3)n2)c1C	6	-1	2	-20	-3	3	-7	i	-0.2	-2.5
O=C(NCCCn1ccnc1)/C(=C\c1cccs1)NC(=O)c1cccs1	-4	-3	2	3	-8	2	0	i	-1.4	-3.4
O=C(Nc1ccc(F)cc1)N1CCCN(c2nccc(C(F)(F)F)n2)CC1	-2	-1	3	5	3	-1	2	i	0.4	-1.3

The list continues:
SMILES	STEP inh	SUMO1 PPI mod	NadD inh	PABP1 MLLE inh	CSN deneddyl inh	Scp-1 inhibitor	DNMT1 inh	Rpn11 inh	Tb MetRS inh	LMPTP inh
Cc1ccc(S(=O)(=O)N2Cc3ccccc3CC2C(=O)Nn2cnnc2)cc1 (stereo not drawn)	1	-3	0	8	0	-3	1	i	0.1	1.1
O=C(NCc1ccccc1)C(c1ccccc1F)n1c(=O)c(-c2ccccc2)nc2ccccc21 (stereo not drawn)	/	0	/	/	-6	/	/	/	-1.3	0.4
COc1ccc(Nc2nc(-c3ccccc3F)nc3ccccc23)cc1OC	0	3	-1	1	-2	-10	-5	i	-0.6	27
Cc1cnc(NC(=O)CSc2nnc(-c3ccccc3)o2)s1	-3	2	8	-23	2	0	-2	i	-0.3	-1.5
CC(C)(C)NC(=O)C(=O)NNC(=O)c1cccc(F)c1	-2	12	-7	9	10	4	-3	i	0.0	-0.7
Cc1oc(-c2ccc(Cl)cc2)nc1CS(=O)CC(=O)NC1CC1 (stereo not drawn)	0	-4	-2	8	-6	-5	0	i	-0.9	-0.1
CCOC(=O)c1sc2nc(C)nc(NCc3ccc(Cl)cc3)c2c1C	0	5	4	3	0	-9	-4	i	-0.1	7.6
N#CC1(c2ccccc2)CCCN1C(=O)c1ccc(Br)cc1 (stereo not drawn)	-1	2	-4	-6	8	-13	2	i	-0.6	-1.3
COc1ccc(-c2cc(C)nc3nc(N)nn23)cc1	-1	-1	0	1	-3	0	5	i	0.2	-1.2
COc1ccc(OCc2cc(C(=O)NCc3nc(C)cs3)no2)c(Cl)c1	1	-1	-2	-6	-2	-3	-5	i	6.2*	-0.1
Cc1ccc(S(=O)(=O)N(C)c2ccc3c(ncn3C)c2[N+](=O)[O-])cc1	2	-9	-1	-14	0	-6	4	i	-0.2	-1.5
Nc1nc(Nc2ccccc2)nc(N2CCOCC2)c1[N+](=O)[O-]	-2	-3	2	-6	2	3	-3	i	-0.9	0.5
CCOc1ccc(Nc2n[nH]c(=S)s2)cc1	-2	7	14	12	1	1	7	i	-0.5	-0.7
O=C(NC1CC2CCC1C2)c1ccc(CN2CCOCC2)cc1 (stereo not drawn)	3	1	-1	7	2	-5	0	i	0.4	0.1
CC1(C)CC(=O)C=C(Nc2cccc(Cl)c2Cl)C1	-3	5	-9	-9	1	-7	0	i	0.0	-1.1
Cc1cccc(C)c1OCc1cc(C(=O)N2CCN(c3ccccc3)CC2C)no1 (stereo not drawn)	4	-2	3	-1	-1	-1	4	i	0.2	2.6
COc1cccc(C(c2nnnn2CCc2ccccc2)N2CCN(c3ccccc3)CC2)c1OC (stereo not drawn)	2	2	2	1	0	-7	-4	i	0.0	3.1
COc1ccccc1-c1nnc(SCC(=O)Nc2c(Cl)cccc2Cl)o1	4	-1	-5	13	1	-8	2	i	-0.4	-0.7
C=C(C)CNC(=S)NNC(=O)c1ccco1	1	1	-5	-4	3	-4	1	i	-0.1	-1.6
CC1=C(C(=O)OC(C)C)C(c2ccc(Br)s2)NC(=O)N1 (stereo not drawn)	-2	-1	3	20	3	-2	0	i	-1.7	1.1
NC(=O)COC(=O)c1cc(Cl)cc(Cl)c1N	0	-1	-2	-18	-1	-3	0	i	0.0	0.7
O=C(NC1CCCCC1)c1ccc(-n2cncn2)c([N+](=O)[O-])c1	3	-28	0	-15	-1	-15	-2	i	24*	-0.6
CC(=C/c1ccco1)/C=N/N1CCN(c2ccccc2)CC1	2	-4	12	6	-4	-2	-4	i	-0.9	1.8
COc1cc2c(cc1N/C=C(\C#N)c1nc(-c3ccc(F)cc3)cs1)oc1ccccc12	3	2	4	-20	0	-24	-1	i	-0.9	-1.2
CN(Cc1cccs1)C(=O)CNC(=O)c1ccco1	1	-1	0	10	1	-2	2	i	-0.1	-0.6

Record cards, from the list above. Values in the order: STEP inh, SUMO1 PPI mod, NadD inh, PABP1 MLLE inh, CSN deneddyl inh, Scp-1 inhibitor, DNMT1 inh, Rpn11 inh, Tb MetRS inh, LMPTP inh
`Cc1cccc(Nc2nc(N)nc(CN3CCC(C(N)=O)CC3)n2)c1C` is entered as 6, -1, 2, -20, -3, 3, -7, i, -0.2, -2.5
`NC(=O)COC(=O)c1cc(Cl)cc(Cl)c1N` is entered as 0, -1, -2, -18, -1, -3, 0, i, 0.0, 0.7
`CC(C)COc1ccc(/C(=N/O)c2ccccc2)cc1` is entered as -1, 2, -7, 7, 3, -6, 4, i, -1.4, 2.4
`CC1=C(C(=O)OC(C)C)C(c2ccc(Br)s2)NC(=O)N1` (stereo not drawn) is entered as -2, -1, 3, 20, 3, -2, 0, i, -1.7, 1.1

Further structures:
SMILES	STEP inh	SUMO1 PPI mod	NadD inh	PABP1 MLLE inh	CSN deneddyl inh	Scp-1 inhibitor	DNMT1 inh	Rpn11 inh	Tb MetRS inh	LMPTP inh
Cc1cccc(OCC(=O)Nc2ccc3c(c2)OCO3)c1C	2	-2	2	11	4	0	-3	i	-1.1	0.7
COC(=O)c1cc(NS(=O)(=O)c2ccc(NCc3cccnc3)c(N)c2)cc(C(=O)OC)c1	1	5	9	-10	-3	-7	-8	i	0.4	3.0
CC(Sc1nnc(C2CC2)n1C)C(=O)Nc1ccc2c(c1)CCC2 (stereo not drawn)	-3	1	4	-17	1	-5	5	i	-0.1	-1.3
COc1ccc2cc3cc(C(=O)Nc4ccccc4N4CCN(C)CC4)oc3nc2c1	4	-13	-7	-2	4	-7	-1	i	-0.2	5.2
CCN(CC)CCNC(=O)C1c2cc(OC)c(OC)cc2C(=O)N2CCc3ccccc3C12 (stereo not drawn)	0	-1	0	3	1	-9	-3	i	-0.2	1.8
Cc1ccc(NC(=O)c2ncn(CC(=O)NCc3ccc4c(c3)OCO4)n2)cc1C	0	-3	-2	-4	7	22	-2	i	-0.3	-0.4
CCCCn1c(=O)c(CCC(=O)OCC(=O)NCc2ccc(OC)c(OC)c2)nc2ccccc21	-2	-5	-4	-3	12	-1	0	i	-0.8	-0.4
COc1ccc(Cl)cc1C(=O)NCC(=O)OCc1ccccc1	0	21	-1	-1	-2	-6	-1	i	-0.3	-0.2
Cc1ccc(Cn2c(O)c(N=O)c3ccccc32)cc1	-1	-16	0	-3	-1	-10	1	i	-0.7	0.6
O=C(NC1CCCC1)C1CCN(c2nccs2)CC1	-2	0	-3	14	-1	0	-3	i	-0.4	0.1

High-throughput results (PubChem BioAssay)
